Screening data (PubChem BioAssay)
KLK7 zymogen act: proKLK7 zymogen activators, primary screen, biochemical, fluorescence intensity. Kallikrein-7 (Homo sapiens), P49862. purified proKLK7, EDANS-DABCYL substrate fluorescence; 100% is mature enzyme control, 0% vehicle. activation, % at 7 µM. 370,000 compounds, 0.9% hits;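 active = activation above the mean of all tested compounds plus 3 SD, computed per campaign excluding outliers beyond control limits, cut at about 13% in these data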
Target sequence (P49862 whole entry, looked up): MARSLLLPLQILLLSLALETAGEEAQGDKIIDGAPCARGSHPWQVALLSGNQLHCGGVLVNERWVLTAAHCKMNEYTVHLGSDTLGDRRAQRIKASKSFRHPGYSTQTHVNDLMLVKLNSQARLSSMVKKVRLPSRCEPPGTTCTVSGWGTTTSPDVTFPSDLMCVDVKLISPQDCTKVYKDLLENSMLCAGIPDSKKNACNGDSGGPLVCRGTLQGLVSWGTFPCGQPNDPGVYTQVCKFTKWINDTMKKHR
TDP2 inh: human TDP2 enzyme inhibitors, primary screen, biochemical, epi absorbance, recombinant enzyme; Tyrosyl-DNA phosphodiesterase 2 (Homo sapiens), O95551; T5PNP hydrolysis, p-nitrophenol absorbance 415 nm; inhibition, % at 12.8 µM; 370,000 compounds, 0.34% hits; AID 720702, 2013;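 active = inhibition above the mean of all tested compounds plus 3 SD, set per campaign, cut at about 25% in these data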;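 also: 0% = DMSO with enzyme and 100% = buffer with substrate but no TDP2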
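System: recombinant human TDP2 / Amount: 120 nM TDP2 per well / Also added: 5 mM T5PNP chromogenic substrate / Doses: 12.8 µM single point, 1% DMSO / Incubation: 2 h at 37 °C / Detection: p-Nitrophenol epi absorbance / Evaluation: % inhibition relative to enzyme-containing and enzyme-free wells / Repeats: singlicate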
ADAM17 inh: ADAM17 inhibitors, primary screen, biochemical, QFRET; Disintegrin and metalloproteinase domain-containing protein 17 (Homo sapiens), P78536; recombinant ADAM17, EDANS/DABCYL FRET peptide cleavage; inhibition, % at 6.95 µM; 370,000 compounds, 0.83% hits;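 active = inhibition above the mean of compounds lying between control limits plus 3 SD, set per campaign, cut at about 8.5% in these data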;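 also: 0% = DMSO-only wells as the low control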
PLC-gamma1 inh: PLC-gamma1 enzyme inhibitors, primary screen, biochemical, fluorescence, purified enzyme. fluorogenic substrate. 370,000 compounds, 0.84% hits. 1-phosphatidylinositol 4,5-bisphosphate phosphodiesterase gamma-1 (Homo sapiens), P19174. inhibition, % at 12.2 µM; in the data active = inhibition above about 9.5%
DDE Tn6 FP inh: inhibitors of Tn6 peptide binding to fibrin DD(E), primary screen, biochemical, fluorescence polarization, human fibrin, Tn6 probe. Fibrinogen beta chain (Homo sapiens), P02675. Fibrin DD(E) TRITC-Tn6 fluorescence polarization displacement. inhibition, % at 8.3 µM. 370,000 compounds, 0.21% hits. AID 720509, 2013;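 active = inhibition above a per-campaign cutoff: mean of compounds within control limits plus 3 SD, cut at about 15% in these data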;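 also: 0% = median of all compound wells on the plate and 100% = blocking peptide control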
ADAM10 inh: human ADAM10 inhibitors, primary screen, biochemical, QFRET, HTS; AID 720582, 2013; inhibition, % at 7 µM; 370,000 compounds, 0.62% hits; Disintegrin and metalloproteinase domain-containing protein 10 (Homo sapiens), O14672; recombinant ADAM10, EDANS/DABCYL FRET peptide cleavage, 3 h;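 active = inhibition above a per-campaign cutoff equal to the mean of compounds falling between control-based bounds plus 3 SD, cut at about 20% in these data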;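 also: 0% = DMSO wells while the 100% control is not disclosed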
ASAP1 GAP inh: inhibitors of human ASAP1 ArfGAP activity, primary screen, biochemical, fluorescence polarization; Arf-GAP with SH3 domain, ANK repeat and PH domain-containing protein 1 (Homo sapiens), …; ASAP1-stimulated ARF1 GTP hydrolysis, GDP FP detection; inhibition, % at 16.5 µM; 360,000 compounds, 0.19% hits; AID 624377, 2012; in the data active = inhibition above about 25%;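 also: 0% = vehicle with enzyme and substrate and 100% = no enzyme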
Target sequence (Q9ULH1 325-724 limits assumed): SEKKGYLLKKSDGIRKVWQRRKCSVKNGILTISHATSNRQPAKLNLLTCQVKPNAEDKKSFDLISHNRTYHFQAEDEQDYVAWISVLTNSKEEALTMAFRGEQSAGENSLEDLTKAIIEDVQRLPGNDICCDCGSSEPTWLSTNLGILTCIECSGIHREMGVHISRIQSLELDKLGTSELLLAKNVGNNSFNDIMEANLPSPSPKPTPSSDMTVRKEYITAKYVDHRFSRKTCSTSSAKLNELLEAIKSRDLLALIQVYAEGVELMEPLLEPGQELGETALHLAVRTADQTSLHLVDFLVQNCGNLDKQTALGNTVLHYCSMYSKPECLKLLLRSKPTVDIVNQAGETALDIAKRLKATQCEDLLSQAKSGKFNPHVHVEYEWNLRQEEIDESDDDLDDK
Tn7 DDE FP: inhibitors of Tn7 peptide binding to fibrin DD(E), primary screen, biochemical, fluorescence polarization, human fibrin, Tn7 probe. AID 720508, 2013. 370,000 compounds, 0.13% hits. Fibrinogen beta chain (Homo sapiens), P02675. FP displacement of FITC-Tn7 peptide from fibrin DD(E); 0% = median of compound wells per plate. inhibition, % at 8.3 µM;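 active = inhibition above the mean of compounds falling within the control limits plus 3 SD of them, cut at about 14% in these data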;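 also: 0% = plate median of compound wells and 100% = 10 µM Aha-Tn7 peptide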
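System: human fibrin DD(E); quantity: Fibrin-DD(E) at 2 µM final; also added: fluorescent Tn7 probe at 0.1 µM; compound dosing: single nominal test concentration of 8.3 µM per compound; schedule: 10 min preincubation, 3 h with tracer, room temperature; detection: fluorescence polarization of the labelled Tn7 tracer; repeats: one replicate per compound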
LEDGF integ inh: blockers of LEDGF/p75-dependent integrase strand transfer – biochemical, TR-FRET, high throughput, primary screen. HIV-1 integrase (with human LEDGF/p75). TR-FRET IN-LEDGF/p75 DNA integration, Eu/Cy5. inhibition, % at 3.7 µM. 370,000 compounds, 0.64% hits;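 active = inhibition above the screen-wide mean plus 3 SD, cut at about 13% in these data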;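 also: signal is the Cy5 over europium emission ratio at 671 and 618 nm; 0% = plate median of compound wells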
ARFGAP1 inh: inhibitors of rat ARFGAP1 GAP activity, primary screen, biochemical, fluorescence polarization, GDP tracer; ADP-ribosylation factor GTPase-activating protein 1 (Rattus norvegicus), Q62848; 360,000 compounds, 0.26% hits; inhibition, % at 16.5 µM; Arfgap1-stimulated ARF1 GTP hydrolysis, GDP FP detection;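 active = inhibition above a per-plate limit, mean inhibition of low control wells plus 3 SD, cut at about 25% in these data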;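 also: 0% = DMSO wells with enzyme and 100% = wells lacking Arfgap1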
Target sequence (Q62848 1-136 limits assumed): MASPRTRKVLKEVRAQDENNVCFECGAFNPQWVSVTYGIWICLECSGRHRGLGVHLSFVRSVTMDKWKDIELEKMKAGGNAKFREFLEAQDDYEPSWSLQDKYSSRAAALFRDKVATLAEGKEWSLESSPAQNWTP
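Replicates: Single well per compound | Assay system: Truncated rat Arfgap1 GAP domain | Control set: No-Arfgap1 wells (100%) versus DMSO full-reaction wells (0%) | Times: Enzyme reaction 120 min at 25 °C after 20 min preincubation | Reagent: Human ARF1(Δ1-17)-GTP substrate | Measured by: Tracer-displacement fluorescence polarization with EDTA stop, 620/688 nm | Measure: Percent inhibition of Arfgap1-stimulated GTP hydrolysis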
The depositor's hits bear a star.

KLK7 zymogen act	TDP2 inh	ADAM17 inh	PLC-gamma1 inh	DDE Tn6 FP inh	ADAM10 inh	ASAP1 GAP inh	Tn7 DDE FP	LEDGF integ inh	ARFGAP1 inh	SMILES
0.5	-3	7	4	0	20	8	0	-5	0	Cc1cc2c(cc1C)CSC(c1ccccc1O)SC2
-1.9	-4	-5	-159	0	-18	2	7	-3	-9	CN(C)CCNc1ncnc2c1sc1nc(N3CCCC3)c3c(c12)CC(C)(C)OC3
-0.3	3	-11	-2	-2	-16	-3	-1	2	-2	O=C(C[n+]1cc(-c2ccc(Cl)cc2)n2c1CCCCC2)c1ccccc1
0.1	-1	1	0	4	-28	-4	10	-1	-7	O=C1C2C3C=CC(C4CC34)C2C(=O)N1c1nccs1 (configuration not stated)
0.0	-4	-4	-1	0	-3	2	8	1	-9	CCN1CCN(C(=S)Nc2cccc(Cl)c2)CC1
-2.3	-4	-5	-6	0	-22	-9	-5	-1	5	CC(C)c1ccc(-c2c(C#N)c(N)nc3c2CCCCC3)cc1
1.2	-6	-4	-1	4	1	-4	8	-5	-13	CCc1nc2ccccc2n1Cc1ccc(OC)c(OC)c1
0.5	0	-6	1	3	-14	-2	-1	-1	0	NC(=O)CSc1nnc(-c2cc(-c3ccc(Cl)cc3)nc3ccccc23)o1
0.2	-10	-1	-4	-2	7	6	5	-2	-1	O=C(CNC(c1ccccc1)c1ccccc1)Nc1ccccc1Br
-0.8	4	-3	2	5	0	-12	-1	-1	-5	CCSc1nnc(CNc2ccc(F)cc2)n1CC1CCCO1 (configuration not stated)
-0.1	17	0	-1	0	-1	-5	1	-2	0	CC(=O)NS(=O)(=O)c1ccc(NC(=O)CCc2ccccc2)cc1
-0.1	-13	3	-4	-5	-3	5	-11	4	3	O=C(N/N=C/c1nn(-c2ccccc2)cc1-c1ccccc1)c1ccncc1
0.0	6	-2	-2	5	5	7	-3	2	12	Cc1cccc(CSc2ncnc3ccccc23)c1
0.2	-10	1	3	0	7	1	6	3	6	Oc1ccc(N=Nc2ccc3c(c2)OCCO3)c2ncccc12
0.1	-6	1	0	-8	9	2	6	-1	15	COc1ccc(/C=C2\SC(=S)N(CCCC(=O)Nc3ccc(O)cc3)C2=O)cc1

An excerpt of these results, with two lines to a compound.
Values in the order – KLK7 zymogen act	TDP2 inh	ADAM17 inh	PLC-gamma1 inh	DDE Tn6 FP inh	ADAM10 inh	ASAP1 GAP inh	Tn7 DDE FP	LEDGF integ inh	ARFGAP1 inh
CCc1nc2ccccc2n1Cc1ccc(OC)c(OC)c1
    1.2	-6	-4	-1	4	1	-4	8	-5	-13
NC(=O)CSc1nnc(-c2cc(-c3ccc(Cl)cc3)nc3ccccc23)o1
    0.5	0	-6	1	3	-14	-2	-1	-1	0
O=C(CNC(c1ccccc1)c1ccccc1)Nc1ccccc1Br
    0.2	-10	-1	-4	-2	7	6	5	-2	-1
CCSc1nnc(CNc2ccc(F)cc2)n1CC1CCCO1 (configuration not stated)
    -0.8	4	-3	2	5	0	-12	-1	-1	-5
CC(=O)NS(=O)(=O)c1ccc(NC(=O)CCc2ccccc2)cc1
    -0.1	17	0	-1	0	-1	-5	1	-2	0
O=C(N/N=C/c1nn(-c2ccccc2)cc1-c1ccccc1)c1ccncc1
    -0.1	-13	3	-4	-5	-3	5	-11	4	3
Cc1cccc(CSc2ncnc3ccccc23)c1
    0.0	6	-2	-2	5	5	7	-3	2	12
Oc1ccc(N=Nc2ccc3c(c2)OCCO3)c2ncccc12
    0.2	-10	1	3	0	7	1	6	3	6
COc1ccc(/C=C2\SC(=S)N(CCCC(=O)Nc3ccc(O)cc3)C2=O)cc1
    0.1	-6	1	0	-8	9	2	6	-1	15

Later entries:
KLK7 zymogen act	TDP2 inh	ADAM17 inh	PLC-gamma1 inh	DDE Tn6 FP inh	ADAM10 inh	ASAP1 GAP inh	Tn7 DDE FP	LEDGF integ inh	ARFGAP1 inh	SMILES
0.4	-7	2	-1	2	0	-15	4	3	0	COc1ccc(-c2cc(CNS(=O)(=O)c3ccc(F)cc3)on2)cc1
0.3	-3	0	1	-1	6	16	-2	1	1	O=C(NCc1ccco1)c1ccc(COCC(F)(F)C(F)F)cc1
-0.5	2	-4	-2	0	-10	-20	8	1	-4	CC(CCc1ccccc1)NC(=O)C1CCN(S(=O)(=O)N2CCOCC2)CC1 (configuration not stated)
0.2	-3	0	-1	-5	4	4	1	3	2	Cc1cc(N2CCCC2=O)cc(C)c1S(=O)(=O)Nc1c(C)nn(C)c1C
0.1	3	-3	-3	-5	2	3	-2	1	1	O=C(CCC(=O)Nc1ccc(Cl)cc1Cl)NNC(=O)[C@@H]1CCCC[C@@H]1C(=O)O
-0.6	-4	-5	0	-4	-11	-1	-4	3	1	COc1ccc2c(c1)CCc1c(C(=O)Nc3c(C)nn(Cc4ccccc4)c3C)noc1-2
0.1	10	-2	0	-7	-3	6	-4	5	-3	O=C(CSc1nnc2ncccn12)N1CCCCCC1
-0.1	0	-4	0	1	-8	-7	1	-4	-3	Cc1nc(CN2CCC(c3ccccc3)CC2)cc(=O)[nH]1
-0.5	2	1	2	3	4	5	-3	2	-3	CCCCCCSc1ccc([C@@H]2[C@@H]3C(=O)N(CC)C(=O)[C@@H]3[C@]3(C(=O)OC)CCCCN23)cc1
-0.1	-7	-6	-18	1	-28	4	-2	1	4	CC(C)(C)Cc1c(-c2cccc(Br)c2)nc2ccc(Cl)cn12
-0.8	-4	1	3	5	-4	-5	-4	1	-3	COc1ccc(S(=O)(=O)N(C)C[C@H]2OCc3cn(nn3)CCCC(=O)N([C@H](C)CO)C[C@@H]2C)cc1
-0.2	5	-5	2	-1	2	3	0	-4	20	COCCN(C(=O)Nc1ccccc1)c1ccccc1
-0.5	9	-3	0	3	-6	-5	6	-3	4	COc1ccc(C)cc1NC(=O)COC(C)=O
-0.1	-13	-1	-7	-1	0	-8	-5	3	1	Nc1cc(C(=O)OCC(=O)NC(c2ccccc2)c2ccccc2)ccc1Cl
-0.4	-4	2	-2	0	3	0	-2	0	4	COC(=O)[C@]12CCCCC=C1N(Cc1cccc3ccccc13)C(=O)[C@H](CC(=O)N1CCN(C(=O)c3ccco3)CC1)C2
0.4	1	-4	-4	3	-2	-5	1	-3	-3	O=C(COC(=O)c1cc([N+](=O)[O-])ccc1Cl)NC1CCCC1
0.1	-1	3	2	-7	-7	8	2	-6	1	CSCCC(c1nc2ccccc2[nH]1)n1c(-c2ccc(C)cc2)nc2ccccc21 (configuration not stated)
0.4	-7	2	-1	4	7	2	7	-2	6	COc1cccc(NC(=O)COC(=O)c2c(F)cccc2F)c1
0.4	-3	-5	0	1	-9	-7	1	-1	-13	O=C1CN(C(=O)NCC(=O)N[C@@H](Cc2ccccc2)C(=O)O)c2ccccc2N1
0.1	-12	2	-1	-3	0	-10	0	2	-2	O=C(COC(=O)c1ccc(OC(F)F)cc1)NCCC1=CCCCC1
0.1	-8	-1	4	-10	-27	0	-4	-4	11	COc1ccc(CN(C)C[C@H]2OCCCC[C@H](C)Oc3ccc(NC(=O)CCC(F)(F)F)cc3C(=O)N([C@@H](C)CO)C[C@@H]2C)cc1
0.6	4	-1	1	8	-6	3	7	0	0	CN(C1CCCCC1)S(=O)(=O)c1ccc(Cl)c(C(=O)O)c1
0.6	-1	1	9	5	6	6	-5	1	0	O=C(CN1C(=O)C2CC=CCC2C1=O)NCc1ccc2c(c1)OCO2 (configuration not stated)
0.0	-3	1	7	3	17	-8	1	3	5	COc1ccc(Sc2ccccc2CN(C)C)cc1OC
-0.1	10	-3	-1	-5	3	-14	2	-5	0	C[C@H](CO)N1C[C@H](C)[C@@H](CN(C)S(=O)(=O)c2cccs2)Oc2ccc(NS(=O)(=O)c3ccc(F)cc3)cc2C1=O
-0.1	-8	0	1	3	-10	-3	-5	-6	3	O=C(COC(=O)CCC(=O)c1cccs1)Nc1cccc(S(=O)(=O)N2CCOCC2)c1
-6.1	-3	-31	-16	-1	-102	-3	3	-3	14	CC(=O)N1N=C(c2ccccc2O)OC1(C)CC(=O)Nc1ccccc1 (configuration not stated)
-0.2	6	-1	0	1	-5	-5	2	1	-4	CCc1ccc(S(=O)(=O)Nc2cccc(-c3ccc4nnc(C)n4n3)c2)s1
0.0	-11	-11	-5	-3	-30	6	-2	-5	6	COC(=O)c1ccc(C(=O)OC)c(NC(=O)CN(C)Cc2ccccc2)c1
-0.5	-8	-2	0	-4	-6	9	-3	-2	5	Cc1ccc(NC(=O)Cn2nc(C)c3ccccc3c2=O)c(C)c1
0.0	3	2	3	-3	-9	-6	1	1	8	CC(=O)c1c(C)[nH]c(C(=O)NNC(=O)COc2cc(C)cc(C)c2)c1C
0.8	-5	0	0	8	-4	-7	0	2	3	COc1cc(CN2CCC(n3nccc3NC(=O)C3CCOC3)CC2)ccc1F (configuration not stated)
